# Screening data: PubChem BioAssay, several laboratories
# SF-1 act: activators of human SF-1, primary screen, cell-based, CHO-K1, Gal4-SF-1 LBD, luciferase luminescence; Steroidogenic factor 1 (Homo sapiens), Q13285; CHO-K1 Gal4-SF-1 LBD luciferase reporter; % increase over DMSO SF-1-specific signal; activation, % at 10 µM; hit rate 1.9% among 65,000; AID 522, 2006;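 active = activation above the mean activation of all tested compounds plus 3 SD, cut at about 50% in these data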
#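 Assay system: CHO-K1 cells co-transfected with Gal4 DBD–human SF-1 LBD, 5xGal4 luciferase reporter / Input: 4,000 cells per well / Incubation: 20 h compound exposure at 37 °C after 1 h cell settling / Detection: SteadyLite luciferase luminescence / Control set: DMSO negative control and −SF1 background wells / Replication: one test per compound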
# Abs 340nm: compound light absorbance at 340 nm, profiling panel, artefact control, biochemical, MLSMR library, data from PS, PMK, MK assays; compound absorbance at 340 nm, fold over control; fold change at 10 µM; AID 708, 2007; 65,000 tested, under 10 active;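 active = at 10 µM dose, initial 340 nm absorbance at least 2 fold that of control wells; inactive = change under 2 fold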;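 also: initial absorbance extrapolated from kinetic A340 decline of NADH oxidation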
# Autofluor 339: intrinsic fluorescence of library compounds, ex339/em460 – biochemical, MLSMR library, data from DPM-DC assay, artefact control, profiling panel. hit rate 5.5% among 65,000. compound autofluorescence, ex339/em460 nm, NADH buffer; stronger effect = higher value; 1 = no-compound wells, NADH background. fluorescence fold increase at 10 µM. AID 709, 2007;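 active = at 10 µM, mean starting fluorescence two-fold or more over control wells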;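 also: signal is the first read of a kinetic run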
# MMP-13 inhibitor: human MMP13 inhibitors, primary screen, biochemical, FRET peptide cleavage; MMP-13 fTHP FRET cleavage, Mca fluorescence; inhibition, % at 4 µM; hit rate 0.07% among 65,000;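 active = inhibition above the mean of compound-free control plate wells plus 3 SD, cut at about 14% in these data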;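 also: 0% = DMSO wells and 100% = wells with reference MMP-13 inhibitor after basal subtraction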
# TNAP act mid DEA: human TNAP enzyme activators, primary screen, biochemical, luminescent, intermediate phosphate acceptor level; Alkaline phosphatase, tissue-nonspecific isozyme (Homo sapiens), P05186; purified TNAP, CDP-star luminescence, 100 mM DEA, 30 min; stronger effect = higher value; scale: 0 levamisole-inhibited, 1 vehicle-only enzyme; activation factor at 20 µM; 64,000 tested, under 10 active; AID 813, 2007;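 active = activation factor of at least 2 at 20 µM, relative to controls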
# NADH enzymes: inhibitors of PK/LDH coupling enzymes, profiling panel, artefact control, biochemical, MLSMR library | coupled PK/LDH NADH assays, four targets | IC50, µM (titrated, usually from 10 µM), inactives show at the highest dose inhibition | hit rate 0.02% among 65,000;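 active = single-dose screening hits from any of four coupled enzyme assays that gave an IC50 when retested across doses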;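 also: the DPM-DC format reads NADH fluorescence rather than 340 nm absorbance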
# RORA act: activators of orphan receptor RORA, primary screen, cell-based, luminescence. Nuclear receptor ROR-alpha (Homo sapiens), P35398. CHO-K1 Gal4-RORA LBD luciferase reporter; percent increase over mock-subtracted basal signal. activation, % at 10 µM. hit rate 1.5% among 65,000;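 active = activation above the mean of all tested compounds plus 3 SD, cut at about 49% in these data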;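 also: 0% = DMSO-treated RORA cells and 100% = added signal equal to DMSO minus mock-transfected cells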
# Target sequence (P35398 whole entry, looked up, the tested form may be a part): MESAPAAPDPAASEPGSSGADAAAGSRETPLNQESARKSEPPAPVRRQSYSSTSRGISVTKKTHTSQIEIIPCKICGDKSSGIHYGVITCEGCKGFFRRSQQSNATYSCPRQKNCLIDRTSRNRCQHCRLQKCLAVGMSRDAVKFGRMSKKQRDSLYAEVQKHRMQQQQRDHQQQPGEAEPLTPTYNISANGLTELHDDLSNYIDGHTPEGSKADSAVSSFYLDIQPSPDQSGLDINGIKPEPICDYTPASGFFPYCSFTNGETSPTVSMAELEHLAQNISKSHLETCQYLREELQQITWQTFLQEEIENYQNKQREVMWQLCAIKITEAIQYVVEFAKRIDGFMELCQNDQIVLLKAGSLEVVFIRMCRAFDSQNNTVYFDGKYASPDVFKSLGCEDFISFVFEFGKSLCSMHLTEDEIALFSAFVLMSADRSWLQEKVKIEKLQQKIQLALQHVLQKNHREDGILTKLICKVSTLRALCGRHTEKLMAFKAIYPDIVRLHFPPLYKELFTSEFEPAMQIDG
# 5HT1a ag: human 5-HT1a receptor agonists, primary screen, cell-based, CHO, Ga15 NFAT-bla reporter; 5-hydroxytryptamine receptor 1A (Homo sapiens), P08908; CHO 5-HT1a Ga15 NFAT-bla reporter, FRET ratio; 0% basal, 100% maximal reference agonist; activation, % at 10 µM; hit rate 0.56% among 65,000;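 active = activation above the screen-wide mean activation plus 3 SD, cut at about 19% in these data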;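 also: 0% = DMSO wells and 100% = 5-CT at EC100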
# Target sequence (P08908 whole entry, looked up): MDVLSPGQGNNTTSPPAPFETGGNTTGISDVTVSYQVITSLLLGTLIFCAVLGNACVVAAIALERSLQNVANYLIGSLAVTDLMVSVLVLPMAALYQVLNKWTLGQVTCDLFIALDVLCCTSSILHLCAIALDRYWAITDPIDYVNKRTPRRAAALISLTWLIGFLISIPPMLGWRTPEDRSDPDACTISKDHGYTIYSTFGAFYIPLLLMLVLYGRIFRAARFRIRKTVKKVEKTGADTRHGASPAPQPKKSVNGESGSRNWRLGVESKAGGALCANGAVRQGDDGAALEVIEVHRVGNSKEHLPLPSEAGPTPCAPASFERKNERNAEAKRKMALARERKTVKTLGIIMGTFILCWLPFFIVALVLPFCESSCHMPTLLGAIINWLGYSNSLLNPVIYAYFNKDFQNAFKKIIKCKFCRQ
# 5HT1a antag: human 5-HT1a receptor antagonists, primary screen, cell-based, CHO, Ga15 NFAT-bla reporter; inhibition, % at 10 µM; CHO 5-HT1a Ga15 NFAT-bla reporter, antagonist mode; 5-hydroxytryptamine receptor 1A (Homo sapiens), P08908; hit rate 0.68% among 62,000;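 active = inhibition above the mean of all tested compounds plus 3 SD, cut at about 43% in these data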;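 also: receptor stimulated by 5-CT agonist at 100 nM near EC80; beta-lactamase reporter measured by ratiometric fluorescence of a cleavable substrate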
# * marks the source's active call; other numbers are inactive results; · = not tested or not shown; [ ] = remark or other dose.
SMILES,SF-1 act,Abs 340nm,Autofluor 339,MMP-13 inhibitor,TNAP act mid DEA,NADH enzymes,RORA act,5HT1a ag,5HT1a antag
O=C(c1ccco1)[C@@H]1[C@@H]2C(=O)N(c3ccc(Br)cc3)C(=O)[C@@H]2C2c3ccccc3C=CN21 (some centres not stated),0.6,1.04,1.15,1.6,0.9,3.0%,-0.8,-2.1,3.0
Cc1ccc(SCc2cc(=O)n3[nH]c(C)nc3n2)cc1,3.2,1.03,1.13,1.3,0.9,4.0%,-9.9,-3.7,6.3
CCN(CC)S(=O)(=O)c1ccc(O)c(C(=O)OCC(=O)N(C)Cc2ccccc2)c1,4.3,1.01,1.56,-3.1,0.9,7.0%,8.4,-3.0,-12.2
Cc1ccc(OCCN2CCN(C(=O)CCC(=O)Nc3nnc(C)s3)CC2)cc1,-5.6,0.98,1.07,-0.6,0.9,1.0%,-4.8,1.5,-2.4
Cc1cc(C)n(-c2nc(C)nc(NCc3ccccc3)n2)n1,·,1.02,1.08,·,0.8,3.0%,·,·,·
O=C(Nc1nc(-c2ccc(S(=O)(=O)N3CCCC3)cc2)cs1)c1cccs1,-5.1,1.06,1.51,-1.1,0.8,9.0%,1.0,1.2,3.4
CC(=O)Nc1nonc1-c1nc2ccccc2n1N(C(C)=O)C(C)=O,-24.6,1.01,1.14,-3.8,1.1,7.0%,-0.2,0.7,1.7
CCCC12CN3CC(C)(CN(C1)C3c1ccc3c(c1)OCO3)C2=O (configuration not stated),-14.4,1.06,1.12,2.9,1.1,12.0%,-2.4,-3.0,5.7
Cc1ccc(C)c(OCCOCCN2CCOCC2)c1,-23.2,1.03,1.09,-1.6,1,0.0%,7.2,-3.6,12.2
Cc1nn(-c2ccccc2)c(C)c1NC(=O)Cc1cccs1,9.7,1.03,1.09,4.9,0.8,6.0%,4.9,-0.3,3.5
COCCn1c(SCC(=O)N2CCN(c3ccccc3)CC2)nc2c(c1=O)SC(C)C2 (configuration not stated),-4.8,1.17,1.04,2.7,1,6.0%,6.5,0.7,8.2
O=S(=O)(c1ccccc1)N1CCN(c2cc(-c3ccccc3)nc3ncnn23)CC1,-38.3,1.07,1.27,-0.2,0.9,7.0%,-69.7,2.5,-2.9
O=C(CSc1cn(Cc2ccccc2)c2ccccc12)Nc1nccs1,84.5*,1.06,1.09,-3.9,1,10.0%,75.7*,-0.3,-5.5
CSc1ccc(-c2c(C#N)c(N)nc3c2CCCC3)cc1,0.9,1.07,3.68*,-0.4,0.8,9.0%[fluoresces],-6.8,0.5,25.6
O=C(c1cnc2n(c1=O)CCS2)N1CCCc2ccccc21,10.8,1.04,1.1,3.0,·,9.0%,-3.0,0.4,0.2
COc1ccc(CNC(=O)c2ccc(NC(=O)C3CCCO3)cc2)cc1 (configuration not stated),-6.4,1.04,1.17,3.1,0.9,1.0%,-16.0,-1.8,3.0
CCCCC(CCC(=O)O)(C(=O)OCC)c1csc(N)n1 (configuration not stated),-6.9,1.02,1.06,0.0,1,1.0%,-18.1,-3.0,-7.7
Cc1cc(-n2c(=O)c(C#N)cc3c(=O)n4cccc(C)c4nc32)no1,-20.6,1.03,4.02*,-225.0[fluorescence artefact?],1,4.0%[fluoresces],-15.9,49.2*,-20.6
O=C(NCc1ccco1)c1ccc(=O)oc1,0.0,1.25,1.01,3.6,0.9,1.0%,-11.1,-1.9,·
CC(C)Cc1nc(SCC(=O)NCc2ccccc2)n[nH]1,-7.1,1.06,1.04,0.5,0.8,3.0%,-26.8,-2.2,-2.0
O=C(NC1CCCCC1)N1CCC(c2nc3ccccc3[nH]2)CC1,34.6,0.98,1.01,-5.5,0.9,7.0%,14.5,-0.7,-3.7
O=C(Cc1ccc(Cl)c(Cl)c1)OCC(=O)c1ccc[nH]1,7.3,1.01,1.12,2.7,0.9,4.0%,11.1,-0.7,-2.6
CCCCN1C(=O)C2ON(c3ccccc3C)C(c3ccco3)C2C1=O (configuration not stated),-5.7,1.01,1.08,4.3,0.9,3.0%,-20.1,-3.0,28.3
O=C(O)c1ccc2c(c1)C(=O)N(C(Cc1ccc(O)cc1)C(=O)O)C2=O (configuration not stated),-4.3,1.04,1.07,1.7,0.9,4.0%,-12.8,-4.3,1.9
CC(O)CNc1nc2ccccc2n1-c1ncnc2sc3c(c12)CCC3 (configuration not stated),3.3,0.98,1.08,3.2,1.5,4.0%,-11.1,-4.4,3.5
O=C(O)COc1ccccc1C1C2C(=O)N(c3ccccc3)C(=O)C2ON1c1ccccc1 (configuration not stated),7.7,1.01,1.07,-3.3,0.9,6.0%,7.6,-0.7,-11.9
COC(=O)CC1=C(C)C(=O)CC2C(C)(C)CCCC12C (configuration not stated),-4.9,1.02,1.13,7.3,1,0.0%,3.5,-1.4,10.9
CCC(C)(C)NC(=O)C(c1cccn1C)N(Cc1ccccc1)C(=O)Cn1nnc2ccccc21 (configuration not stated),-15.5,0.97,1.04,3.9,0.9,6.0%,2.6,1.1,0.3
Cc1cc(NC(=O)CSc2nc3c(c(-c4cccnc4)c2C#N)CCC3)no1,-16.9,1,1.03,5.7,1,1.0%,-4.1,0.5,-8.4
CC(NC(=O)c1ccc(=O)oc1)c1ccccc1 (configuration not stated),-8.3,1.25,0.96,-1.6,0.9,6.0%,-9.6,-1.1,·
CN(C)c1ccc(-c2noc(C3CCN(S(=O)(=O)c4cccc(Cl)c4)CC3)n2)cc1,-11.8,1.04,1.28,4.0,0.9,6.0%,-13.7,0.1,-1.1
CCN(CCCNC(=O)c1[nH]c(C)c(C(C)=O)c1C)c1cccc(C)c1,1.9,0.99,1.07,-8.4,1,6.0%,-5.2,-3.0,2.4
c1ccc(CSc2nnc(-c3ccco3)n2Cc2ccccc2)cc1,76.0*,1.03,1.15,1.1,1,3.0%,42.9,0.4,37.5
CC(=O)c1c(C)[nH]c(C(=O)OCn2nnc3ccccc3c2=O)c1C,3.4,1,0.99,-0.7,0.9,7.0%,-14.7,-3.2,-14.9
CC1(C)CC(=O)C2=C(C1)NCN(Cc1ccc3c(c1)OCO3)C2,11.6,1.01,1.08,3.2,0.9,4.0%,-3.6,-3.2,14.1
COc1ccc(OC)c(C2=NOC(C(=O)Nc3c(C)n(C)n(-c4ccccc4)c3=O)C2)c1 (configuration not stated),-12.1,0.98,1.16,-2.0,0.8,4.0%,-9.2,-6.4,6.1
CCOCC(=O)Nc1nnc(COc2ccc(Cl)cc2)s1,-8.4,1.04,1.07,-3.9,0.8,8.0%,-9.8,-1.7,-1.0
COc1cc(N2C(=O)c3ccccc3C2=O)c(Cl)cc1C(=O)OCC(=O)NCc1ccco1,6.8,1.05,1.14,-4.0,0.9,3.0%,10.4,0.4,3.3
O=c1[nH]c2cc3c(cc2cc1C(c1nnnn1CC1CCCO1)N1CCCCCC1)OCO3 (configuration not stated),1.8,1.09,1.71,-32.4,0.9,14.0%,31.2,2.1,-4.8
CCCCn1nnc(NC(=O)c2ccco2)n1,22.6,1.02,1.04,-1.1,1,4.0%,-1.1,-1.6,10.2
CN(Cc1ccccc1)c1nc2c(c(=O)[nH]c(=O)n2C)n1Cc1ccccc1Cl,5.1,0.98,1.05,3.3,0.8,3.0%,-17.6,5.6,11.6
CCN1CCN(Cc2ccc(NC(=O)Nc3ccc(OC)cc3)cc2)CC1,36.5,0.98,1.07,4.2,1,6.0%,31.1,-0.3,9.8
COCCCN1C(=O)C(O)=C(C(=O)c2ccc(C)o2)C1c1cccc(Br)c1 (configuration not stated),-4.1,1.06,1.13,4.5,0.9,2.0%,-13.8,0.4,0.1
COc1ccc(NC(=O)Nc2cc(C)ccc2OC)cc1,-14.8,1.02,1.06,0.2,0.9,2.0%,-6.8,-3.4,10.5
O=C(Nc1ccccc1Cl)c1ccc(S(=O)(=O)N2CCOCC2)cc1,24.2,1.02,1.09,-1.4,1,8.0%,17.4,-2.8,7.0
O=C(c1ccco1)N1CCN(C2CCCC2)CC1,14.7,1.08,1.14,-15.4,0.9,19.0%,17.8,-1.8,5.9
O=C(NC1CCCCC1)N1CCc2[nH]c3ccccc3c2C1,-1.8,1.04,1.14,5.1,1,6.0%,12.8,-1.5,10.8
COc1cc(C(=O)Oc2ccccc2N)cc(OC)c1OC,-15.5,1.1,1.13,2.0,0.9,2.0%,13.5,0.8,19.2
CCCCOC(=O)Sc1nc2ccccc2o1,-5.0,1.01,1.06,1.8,0.9,5.0%,18.9,0.4,-5.0
COCC(C)n1c(C)cc(C(=O)COC(=O)c2c(C)nn(-c3ccccc3)c2C)c1C (configuration not stated),15.0,0.99,1.01,7.3,1,12.0%,2.3,-1.4,7.4

# The list continues:
SMILES,SF-1 act,Abs 340nm,Autofluor 339,MMP-13 inhibitor,TNAP act mid DEA,NADH enzymes,RORA act,5HT1a ag,5HT1a antag
Cc1nn(C)c(C)c1S(=O)(=O)N1CCCC(C(=O)N2CCN(c3ccccc3)CC2)C1 (configuration not stated),-10.1,1.02,1.13,8.1,1,3.0%,4.2,-0.1,-23.4
COc1cc(NS(=O)(=O)c2ccccc2)ccc1-n1nc(C)cc1C,-10.6,1.05,1.12,3.6,1,7.0%,-2.2,-1.4,14.2
CN1CCN(c2nc(N3CCN(CCO)CC3)nc3ccccc23)CC1,8.7,1.04,1.67,-41.0,0.9,11.0%,20.6,0.9,2.3
CCn1c(SCC(=O)c2cc(C)n(-c3ccc(C(=O)OC)cc3)c2C)nnc1-c1cccnc1,7.0,1.03,1.1,-7.3,0.7,7.0%,6.1,1.6,-3.8
CCC(C(=O)Nc1nccs1)(C(F)(F)F)C(F)(F)F,5.4,1.01,1.08,-5.3,0.9,3.0%,22.1,-2.2,·
COc1ccc(OC)c(NC(=O)CSCc2cnn(-c3ccccc3)c2-n2cccc2)c1,4.3,1.01,1.04,2.5,1,4.0%,-23.3,-2.5,57.4*
O=C(O)c1cc(-c2ccncc2)nc2ccc(F)cc12,-11.7,1.01,1.28,-5.1,0.9,5.0%,-7.6,0.4,-1.2
Cc1nc2ccccc2nc1CSc1nncs1,1.1,1.12,1.11,-2.4,0.9,0.0%,-23.5,1.1,6.2

# Arranged by length of the SMILES (high to low): part of the list above.
SMILES,SF-1 act,Abs 340nm,Autofluor 339,MMP-13 inhibitor,TNAP act mid DEA,NADH enzymes,RORA act,5HT1a ag,5HT1a antag
COCCCN1C(=O)C(O)=C(C(=O)c2ccc(C)o2)C1c1cccc(Br)c1 (configuration not stated),-4.1,1.06,1.13,4.5,0.9,2.0%,-13.8,0.4,0.1
O=C(NC1CCCCC1)N1CCC(c2nc3ccccc3[nH]2)CC1,34.6,0.98,1.01,-5.5,0.9,7.0%,14.5,-0.7,-3.7
O=C(NC1CCCCC1)N1CCc2[nH]c3ccccc3c2C1,-1.8,1.04,1.14,5.1,1,6.0%,12.8,-1.5,10.8
